NALP3 yeast inh: NALP3 inflammasome inhibitors in reconstituted yeast, primary screen, luminescence, uHTS; Yeast reconstituted NLRP3/ASC/caspase-1, beta-gal luminescence, 24 h; actives 0.39% (n = 330,000); inhibition, % at 10 µM;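 active means inhibition of 50% or more; inactive means inhibition below 50%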;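 further: plate controls were induced DMSO wells for no effect and uninduced yeast grown without galactose for full effect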
Mdm2-MdmX inh: inhibitors of human Mdm2-MdmX association, primary screen, cell-based, luminescence, split luciferase, SaOS-2, uHTS | SaOS-2 split-luciferase Mdm2/MdmX complementation | inhibition, % at 8 µM | actives 3% (n = 330,000) | Protein Mdm4 (Homo sapiens) + E3 ubiquitin-protein ligase Mdm2 (Homo sapiens), …;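 active means inhibition of at least 50% at 8 µM in the primary screen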
CHOP UPR activ: activators of apoptotic CHOP UPR arm, primary screen, cell-based, CHO-CHOP luciferase reporter, luminescence, uHTS; UPR activation; percent of tunicamycin response over DMSO baseline; activation, % at 10 µM; actives 0.34% (n = 330,000); AID 449763, 2010;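 active means at 10 µM dose, activation of 40% or more, normalized to positive control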;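 further: 100% = tunicamycin at 10 µg/mL and 0% = DMSO alone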
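System: CHO-CHOP luciferase reporter cell line | Buffer or medium: F12 medium containing 10% fetal bovine serum | Doses: One dose, 10 µM in 0.5% DMSO | Times: 6 h compound exposure at 37 °C after overnight seeding | Signal: Luciferase luminescence | Read-out: % activation vs tunicamycin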
APJ agonist: agonists of human apelin receptor APJ, primary screen, CHO-K1 cells, PathHunter beta-arrestin, luminescence; P35414; 0% DMSO wells, 100% apelin; activation, % at 20 µM; actives 0.11% (n = 330,000); AID 2520, 2010;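 active means activation more than six SD over the plate average, tested at 20 µM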;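 further: 0% = DMSO alone and 100% = apelin-13 at 10 nM; some results filed as inactive read as strong as hits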
Target sequence (P35414 whole entry, looked up): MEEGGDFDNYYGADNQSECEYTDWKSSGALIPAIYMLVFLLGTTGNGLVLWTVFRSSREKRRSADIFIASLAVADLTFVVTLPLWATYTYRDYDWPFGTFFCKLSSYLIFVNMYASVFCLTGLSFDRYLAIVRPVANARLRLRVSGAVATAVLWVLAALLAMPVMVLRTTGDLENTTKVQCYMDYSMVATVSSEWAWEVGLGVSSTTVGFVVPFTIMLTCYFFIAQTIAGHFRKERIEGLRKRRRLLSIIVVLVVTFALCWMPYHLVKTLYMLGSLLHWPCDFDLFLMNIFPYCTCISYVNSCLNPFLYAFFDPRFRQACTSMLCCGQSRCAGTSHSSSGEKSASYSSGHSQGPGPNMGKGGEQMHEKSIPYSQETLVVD
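Material: engineered CHO-K1 APJ arrestin reporter cells; amount: 1000 CHO-K1 reporter cells seeded per well; incubation: compound stimulation 90 min at 25 °C, detection 60 min; signal: luminescent beta-gal fragment complementation, chemiluminescent substrate; read-out basis: APJ agonist activity; controls: DMSO-only wells as negative, 10 nM Apelin-13 as positive control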
GRIN3A LBD mod: binders of NR3A ligand-binding domain, primary screen, biophysical, differential scanning fluorimetry, uHTS. NR3A LBD differential scanning fluorimetry, Tm shift; 0% = protein alone, 100% = glycine-bound protein. Glutamate receptor ionotropic, NMDA 3A (GRIN3A) ligand-binding domain. Tm shift relative to glycine control, % at 25 µM. AID 1259313, 2017. actives 2.5% (n = 340,000);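 active means melting temperature shift of at least 10% of the positive control shift, at one fixed dose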
tim23-1 inh: growth inhibitors of tim23-1 mutant yeast, primary screen, luminescence, uHTS; inhibition, % at 20 µM; actives 1.3% (n = 330,000); AID 463212, 2010; S. cerevisiae tim23-1 growth, BacTiter-Glo luminescence, 24 h;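 active means growth inhibition of the mutant yeast at or above 50%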;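 further: temperature-sensitive mutant grown at 25 °C; plate controls were DMSO-treated mutant yeast for no effect and medium wells lacking yeast for full effect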
TIM10 inh: growth inhibitors of isogenic TIM10 control yeast, primary screen, counter-screen for tim10-1 yeast inhibitor project, luminescence, uHTS; S. cerevisiae TIM10 strain growth, BacTiter-Glo luminescence, 24 h; inhibition, % at 10 µM; actives 1.4% (n = 330,000); AID 463195, 2010;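 active means inhibition of 40% or more at the single tested concentration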;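 further: wild-type TIM10 isogenic control strain grown at permissive 25 °C; 0% = DMSO yeast wells and 100% = minimal medium wells without yeast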
tim10-1 inh: growth inhibitors of tim10-1 mutant yeast, primary screen, luminescence, uHTS. actives 2.2% (n = 330,000). inhibition, % at 20 µM. S. cerevisiae tim10-1 ts strain growth, BacTiter-Glo, 24 h;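 active means inhibition of at least 40%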;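 further: mutant grown at 25 °C; 0% = DMSO wells with yeast and 100% = wells holding no yeast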
UPR XBP1 act: activators of adaptive XBP1 UPR arm, primary screen, cell-based, CHO-XBP1 luciferase reporter, luminescence, uHTS; IRE1-XBP1 UPR activation; percent of tunicamycin response, DMSO as zero; actives 0.33% (n = 330,000); AID 463104, 2010; activation, % at 20 µM;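 active means versus positive control, 20 µM dose yields 30% or more activation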;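 further: 100% = tunicamycin at 10 µg/mL and 0% = DMSO only wells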
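Signal: luciferase luminescence; Assay system: CHO-XBP1 luciferase reporter cells; Amount: one thousand reporter cells per well; Dosing: 20 µM single concentration, DMSO 1%; Benchmarks: high control tunicamycin 10 µg/mL final, low control DMSO vehicle only; Schedule: 6 h compound exposure at 37 °C, 5% CO2; Evaluation: percent activation relative to tunicamycin reference.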
An asterisk follows results filed as active; x = no result given; & = joins results of further samples.

The first 2 compounds, ahead of the listing:
SMILES	NALP3 yeast inh	Mdm2-MdmX inh	CHOP UPR activ	APJ agonist	GRIN3A LBD mod	tim23-1 inh	TIM10 inh	tim10-1 inh	UPR XBP1 act
O=C(CN1CCN(Cc2ccc3c(c2)OCO3)CC1)Nc1ccc(N2CCOCC2)cc1	15.4	3.2	1.2	-3.6	-0.3	-0.1	4.0	-7.4	-1.8
CC(C)NC(=O)C1(S(=O)(=O)c2ccccc2)CC=CC1	7.0	8.7	1.1	8.0	-3.9	17.1	0.6	-1.0	0.8

This part in full (from the top)
SMILES	NALP3 yeast inh	Mdm2-MdmX inh	CHOP UPR activ	APJ agonist	GRIN3A LBD mod	tim23-1 inh	TIM10 inh	tim10-1 inh	UPR XBP1 act
O=C(CN1CCN(Cc2ccc3c(c2)OCO3)CC1)Nc1ccc(N2CCOCC2)cc1	15.4	3.2	1.2	-3.6	-0.3	-0.1	4.0	-7.4	-1.8
CC(C)NC(=O)C1(S(=O)(=O)c2ccccc2)CC=CC1	7.0	8.7	1.1	8.0	-3.9	17.1	0.6	-1.0	0.8
CCc1ccc[n+](-c2[nH]c(=O)sc2/C=N/NC([S-])=Nc2ccccc2)c1	13.6	22.8	-0.6	0.0	-0.3	5.7	18.7	14.5	-3.4
CCOC(=O)C1CCN(C(=O)CSc2nc3ncccc3[nH]2)CC1	6.9	22.1	4.2	-4.2	-1.1	2.3	-0.7	-3.9	-1.8
O=C(COC(=O)CCc1c[nH]c2ccccc12)NC(c1ccccc1)c1ccccc1	5.1	-2.0	2.2	-2.2	-1.6	13.9	24.2	13.4	0.2
COc1cccc(-n2nnc3c(=O)n(CC(=O)Nc4cc(C)on4)cnc32)c1	-0.8	23.7	-2.6	-2.5	0.6	-3.1	9.3	5.3	-2.2
N#C/C(C(=O)NCc1ccco1)=C1/SC=C(c2ccccc2)N1c1ccccc1	12.6	-9.3	-1.0	-1.6	-1.8	-0.8	2.0	14.0	-0.6
CSc1ccccc1C(=O)N1CCCCC1	6.8	5.0	0.5	-2.7	-5.3	7.9	-7.6	13.1	-3.2
CCCC(=O)OCC(=O)Nc1ccc2c(c1)OCO2	-2.3	11.5	0.5	0.1	-0.9	-6.6	-17.6	6.9	1.9
CCC1=C(OC(=O)N(CC)CC)N2C(=O)OC(=NCc3ccccc3)[C@]2(C)[C@H]2C1=CC[C@H]1C(=O)NC(=O)[C@H]12	9.3	35.1	-1.8	-3.3	3.8	-3.2	-3.5	-10.5	0.0
CCN1CCSc2ccc(C(=O)NCc3ccc(OC(C)C)cc3)cc21	24.9	11.0	-1.5	2.2	-2.9	31.4	-7.0	30.3	-1.6
COc1cccc(Cn2nnc(C(=O)Nc3cc(C)ccc3OC)c2N)c1	9.3	27.1	2.1	-2.2	-18.0	25.2	20.8	14.0	-2.2
Cc1cccc2cc(C#N)c(N3CCN(C)CC3)nc12	11.3	53.7*	-1.4	1.2	0.1	1.5	-4.2	3.3	0.1
COc1cc(NC(=O)c2cc3nc(C4CC4)cc(C(F)(F)F)n3n2)c(OC)cc1Cl	-1.6	12.4	3.2	-1.6	1.4	17.2	1.3	4.2	2.4
CCOc1cc(/C=N/NC(=O)COc2cccc(C)c2)ccc1OC(=O)c1cccs1	11.7	14.4	3.8	0.4	-21.5	26.9	21.0	23.3	7.9
COc1ccc(NC(=O)COC(=O)CCc2ccc(S(=O)(=O)N3CCOCC3)cc2)cc1OC	5.6	22.0	-1.2	-0.5	1.7	0.7	-2.2	2.3	-1.0
Cc1ccc(S(=O)(=O)/N=C/c2c(O)ccc3ccccc23)cc1	-10.9	30.2	1.0	3.1	-0.3	29.0	18.3	14.1	-4.5
CC1CCN(CCCn2c(SCC(=O)Nc3ccccc3Cl)nc3ccccc3c2=O)CC1	9.4	32.0	1.8	-6.5	-2.4	8.1	13.5	19.2	1.2
Cc1ccc(OC(=O)COc2ccccc2C)cc1	20.8	-9.2	0.7	-1.2	3.8	-2.3	15.7	1.9	2.6
Cn1ccnc1SCC(=O)c1ccc(F)cc1	-1.7	-4.1	2.5	-1.2	1.0	-6.2	-4.8	15.6	-0.2
CCn1c(COc2ccc(=O)n(-c3ccccc3)n2)nnc1SCc1ccc(C)cc1	-2.2	4.5	1.3	-1.0	-1.7	38.3	23.1	37.9	-1.1
Cc1ccc(-c2nnn(CC(=O)N(CC3CCCO3)C(C(=O)NC(C)(C)C)c3ccc(F)cc3)n2)o1 (centres undefined)	-10.1	-23.3	0.5	-2.0	-2.6	5.4	19.6	18.9	-1.2
COC(=O)c1cc(OC)c(OC)cc1NC(=O)CN1CCCCC1	3.2	1.8	0.0	-2.6	-0.8	18.2	6.5	10.4	3.6
COc1ccc2sc(-c3ccc(S(C)(=O)=O)cc3)c(C(=O)NCCCN3CCCC3=O)c2c1	-6.0	-8.3	-0.4	-0.5	-0.5	9.5	-2.6	11.5	-4.6
CC1CCC(NC(=O)COC(=O)c2cccnc2Cl)CC1 (centres undefined)	3.0	-13.2	1.2	-3.3	-2.2	14.5	2.6	6.7	0.3
Cc1cc(OCC(=O)O/N=C(\N)Cc2cccs2)ccc1Br	20.8	0.0	3.4	-0.1	1.9	40.4	6.7	32.2	0.5
COc1cccc(OCC(=O)Nc2ccccc2C(=O)Nc2ccc(C(=O)O)cc2)c1	13.4	-15.3	3.0	-4.8	-2.1	0.8	3.7	10.6	-5.7
COc1ccc2nc(SCC(=O)Nc3nonc3C)[nH]c2c1	-4.6	6.3	-1.7	2.1	2.5	-5.6	-3.7	5.7	0.5
NC(=O)CC(NC(=O)Cc1cccc2ccccc12)c1ccc(NCCc2ccc(F)cc2)c([N+](=O)[O-])c1 (centres undefined)	15.0	-1.6	-0.4	2.4	-4.6	19.0	3.8	4.1	0.1
CCCC(C)C(=O)Nc1nc(C)c(-c2csc(Nc3ccccc3OC)n2)s1 (centres undefined)	6.9	4.7	1.6	-5.2	-2.1	27.0	15.4	30.6	-2.1
C/C(N)=C(/C#N)C(=O)CSc1nnc(Nc2cccc(C)c2C)s1	12.4	-83.4	2.7	1.5	-2.5&0.0	-3.3	-9.4	16.4	-0.4
Cc1ccc(NS(=O)(=O)c2ccc3c(c2)CC(=O)N3)cc1F	-0.9	23.4	2.7	-0.8	-3.0	9.2	4.9	2.3	-1.9
O=C(Nc1ccc2c(c1)CCC2)c1ccccc1	24.4	-214.0	1.5	0.2	14.4*	11.4	14.2	-25.5	-1.8
Cc1nnc(N2C(=O)C(=O)/C(=C(/O)c3ccc4c(c3)CC(C)O4)C2c2ccccc2F)s1 (centres undefined)	7.5	8.8	2.4	2.7	2.2	-0.7	0.9	4.7	-3.4
CC(=O)Nc1ccc(-c2sc(Nc3cccc4ccccc34)n[n+]2-c2ccccc2)cc1	0.2	-1.1	1.5	-0.9	-4.8	12.9	1.7	20.0	-0.3
Cc1ccc(C(=O)CSc2nnc3ccccn23)c(C)c1	12.6	-55.5	-0.7	-3.0	0.0	10.4	14.1	7.2	-2.3
Cc1[nH]c(=O)c(S(=O)(=O)c2ccccc2)c(C)c1Cl	0.4	22.7	-1.1	-4.5	0.3	-9.3	-17.0	-2.2	-7.0
Cc1cc(Nc2ccccc2)nn1C(=O)c1ccc(Br)cc1	18.5	-14.0	-0.4	-2.5	x	21.3	6.3	52.6*	1.0
CC(=O)N=c1sccn1CC(O)c1ccccc1 (centres undefined)	10.9	8.3	-0.4	-3.9	0.1	0.9	-22.3	15.8	-4.4
O=Cc1c(NCc2ccccc2Cl)c2ccccc2[nH]c1=O	10.6	-5.7	2.0	2.3	-0.1	37.3	1.2	7.5	-1.6
COc1ccc(-n2cnc3ccccc3c2=O)c([N+](=O)[O-])c1	15.9	15.5	0.1	-0.1	0.9	9.3	-1.2	-5.2	-2.2
CC(=O)Nc1ccc(N/C(N)=N/c2nc(C)cc(C)n2)cc1	17.8	13.5	-0.4	-1.8	-4.2	0.5	16.3	4.4	-2.8
CC(C)NC(=O)NNC(=O)c1nn(-c2ccc(F)cc2)ccc1=O	10.5	-18.9	3.2	2.6	1.2	17.0	9.9	12.3	1.5
COc1cc(CO)ccc1OCc1ccc(Cl)nc1	22.2	-54.2	4.4	2.0	1.1	3.6	6.0	10.0	4.1
Cc1c(CCOC(=O)CC23CC4CC(CC(C4)C2)C3)sc[n+]1Cc1ccccc1	13.8	-4.9	1.1	-8.7	-4.3	4.9	5.3	5.8	0.1
COCCn1c(SCc2cccc([N+](=O)[O-])c2)nc2ccccc2c1=O	11.2	8.0	0.7	-0.2	0.9	22.2	9.7	-4.7	-3.3
Cc1ccc(/C=N/NC(=O)c2ccoc2C)s1	21.9	-81.3	7.0	0.6	-3.9	-5.2	9.3	-13.2	1.4
CC1CCCCC1NC(=O)COc1ccc(C#N)cc1 (centres undefined)	9.9	4.3	-1.8	-1.6	-1.0	5.6	0.1	-1.1	-0.5
COC(=O)c1cc(S(=O)(=O)NCCCc2ccco2)c[nH]1	7.8	8.4	-2.2	-0.6	0.2	-19.1	-8.0	0.4	-5.1
CCOc1cccc2c1OC1(C)CC2NC(=O)N1c1ccc(OC)cc1 (centres undefined)	11.4	-4.4	-13.0	1.2	2.2	20.6	0.6	26.7	-2.6
O=C(NCC1CCCO1)c1ccccc1OCc1ccc(Cl)cc1 (centres undefined)	20.7	12.4	2.4	-6.6	2.2	22.5	-8.2	11.7	1.2
COc1cc(OC)cc(C(=O)Nc2ccccc2S(=O)(=O)N2CCCC2OC(C)=O)c1 (centres undefined)	15.5	18.3	-0.1	-5.7	-6.0	34.0	13.6	35.4	-1.0
CN(Cc1ccccc1F)c1nc(-c2cccs2)nc2ccccc12	19.1	15.7	-1.1	-1.5	-2.4	-9.6	16.6	26.8	2.3
CCN(CC)C(=O)C1CCN(C(=O)c2oc3ccc(C)cc3c2C)CC1	20.5	-48.9	0.3	6.0	3.8	17.5	-6.5	19.9	-2.7
COc1ccc(NC(=S)NNC(=O)C2CC2c2ccc(C)cc2)cc1 (centres undefined)	9.3	38.7	2.4	-14.0	-4.1	40.8	29.2	34.1	0.0
CC(C)(CO)NCc1c(OCc2ccc(Cl)cc2)ccc2ccccc12	25.3	54.6*	0.8	-2.0	0.4	4.4	2.6	-14.7	-0.2
